# p53ts 39C kill – qHTS Screen for Compounds that Selectively Target Cancer Cells with p53 Mutations: Cytotoxicity of p53ts Cells at the Nonpermissive Temperature; 130,000 tested, 1.5% active; Potency, µM (doses to about 46.1 µM), without a hit: at the highest dose activity change, negative = cell killing, hits mostly cytotoxic; AID 902, 2007; H1299-p53A138V viability at 39C, ATP luminescence, 24 h; note: nearly all actives have a fitted effect of over 55% in size
# IkB signaling – IkB Signaling. AID 445, 2006. Potency, µM (highest dose often 57.1 µM), without a hit: at the highest dose IkBa stabilization activation. 110,000 tested, 0.04% active. ABC-DLBCL IkBa-CBG/CBR dual luciferase ratio, 4 h; response scale: scaled: untreated 0%, proteasome inhibitor 100%; active = well fitted curve in the direction sought with a large enough effect in the signal ratio, not every such curve was filed as active; inconclusive = small, poorly fitted or top-dose-only effect, or a change in a side signal; the % refers to the signal ratio;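 note: the direction sought is a rising ratio; 0% = basal untreated cells and 100% = reference inhibitor full response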
#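 Luminescence ratio of IκBα-fused green versus native red beetle luciferase in OCI-Ly3 cells, 4 h post-doxycycline with compound; red signal alone, scaled from basal (0%) to zero light (-100%), flagged nonspecific or cytotoxic effects.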
# p53ts 32C tox – qHTS Screen for Compounds that Selectively Target Cancer Cells with p53 Mutations: Cytotoxicity of p53ts Cells at the Permissive Temperature. H1299-p53A138V at 32C, ATP luminescence viability, 24 h. Potency, µM (titrated, usually from 46.1 µM), for the others: top-dose activity change, negative = cytotoxicity, actives largely listed as cytotoxic. 130,000 tested, 0.93% active. AID 924, 2007;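 note: 0% = DMSO and -100% = full killing by reference compound; nearly all actives have a fitted effect of over 55% in size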
#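 Cells: H1299 p53ts (A138V), 600/well, pre-incubated 16–30 h at 37C. Cpd up to 46 uM, 24 h, 32C. Readout: ATPlite luminescence, 20 min RT. Normalization: DMSO vs tamoxifen 100 uM. AC50 by Hill equation.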
# Peg3 imprint – qHTS Assay for Compounds that Induce Erasure of Genomic Imprints; mouse ES Peg3-LacZ reporter, beta-gal luminescence, 40 h; Potency, µM (series often up to 60.7 µM), inactives show at the highest dose activity change, positive = activation, usual class: activators; AID 1948, 2009; 110,000 tested, 0.02% active;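 note: 0% = negative control wells on the plate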
#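 Gelatin-coated wells received 300 freshly trypsinized female ES cells with a Peg3LacZ-Neo reporter on the maternal allele, then incubated 40 hours at 37C. BetaGlo was added for 5 minutes at room temperature before a single luminescence read.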
# Active calls of the source: *; ? = inconclusive; . = not tested or not shown; [ ] = dose if it differs, or a comment. Unless noted, calls come from the whole dose curve; as a rule, active = well fitted curve in the direction sought with a large enough effect; inconclusive = small, poorly fitted or top-dose-only effect, or another doubt; inactive = no such curve, though single readings can be large; an effect the other way counts as inactive or inconclusive. Unless noted, % is set by controls: 0 for no effect and ±100 for the full control effect; potency is the fitted concentration of half-maximal effect.
# Every second line gives: p53ts 39C kill | IkB signaling | p53ts 32C tox | Peg3 imprint
> N#Cc1c(NC(=O)CSc2nnc(-c3ccccc3O)n2-c2ccccc2)sc2c1CCCC2
→ -3% | 0.5% | -1% | -12%
> Cc1ccc(OCC(=O)Nc2ccc3nc(SCC(=O)N4CCCC4)sc3c2)cc1C
→ 1% | ? | -2% | -5%[10.9 µM]
> O=C(/C=C/c1ccccc1)N1CCN(Cc2cc(=O)n3nc(-c4ccccc4)sc3n2)CC1
→ 6% | 1.3% | 6% | 2%[10.9 µM]
> CC(=O)Oc1ccc(-c2nc(-c3cccnc3)no2)cc1
→ ? | -3.3% | -19% | -98%[inhibitor]
> COCCN1C(=O)c2oc3ccccc3c(=O)c2C1c1ccc(C(=O)OC)cc1 (stereo unspecified)
→ 15% | 1.3% | 4% | -1%
> CCc1ccccc1NC(=O)c1nnn(CC(=O)Nc2c(C)cc(C)cc2C)c1N
→ 22% | -2.2% | -4% | -13%[10.9 µM]
> COc1ccc(OC)c(C2SCCN2S(=O)(=O)c2cccc(C(F)(F)F)c2)c1 (stereo unspecified)
→ 6% | 1.4% | 4% | -11%
> O=C(Cn1c(=O)n(Cc2ccc(F)cc2)c(=O)c2sc3ccccc3c21)Nc1ccc(F)cc1F
→ -8% | ? | -2% | -14%[10.9 µM]
> COC(=O)c1ccc2c(c1)N(Cc1ccc(Cl)cc1)C(=O)c1ccccc1S2
→ -7% | ? | 21% | -9%[10.9 µM]
> Cc1ccc(-n2nc(C(=O)N3CCN(c4cc(Cl)ccc4C)CC3)c(=O)n(C)c2=O)cc1
→ 15% | 4.1% | 19% | 12%[10.9 µM]
> COc1ccc2c(c1)c1c(c(=O)n(CCc3ccccc3)c(=O)n1Cc1cccc(F)c1)n2C
→ ? | 0.7% | 0% | 10%[10.9 µM]
> S=C(NN=C(C1CC1)C1CC1)Nc1ccccc1
→ -8% | . | -7% | .
> CCCN(c1ccccc1CC)S(=O)(=O)c1ccc2c(c1)CC(C)N2C(=O)C1CC1 (stereo unspecified)
→ -12% | -1.4% | 8% | -18%[10.9 µM]
> Cc1ccc(C(=O)N2CCN(c3ccccc3)CC2)cc1S(=O)(=O)N1CCCC1
→ 4% | ? | 0% | -13%
> CC(C)C(=O)Nc1ccc(NC(=O)c2ccco2)cn1
→ ? | -2.5% | -19% | .
> CCOc1ccc(-c2nnc(SCC(=O)c3ccc(Br)cc3)n2-c2ccccc2)cc1
→ 17% | -2.9% | -5% | -10%[10.9 µM]
> Cc1ccc(S(=O)(=O)Nc2ccc3c(c2)CCCN3C(=O)c2cccs2)cc1C
→ -30% | ? | 5% | -8%[10.9 µM]
> CCOC(=O)N1CCc2c(sc3c2C(=O)NC(c2ccc(N(C)C)cc2)N3)C1 (stereo unspecified)
→ -1% | -1.0% | -2% | -5%[10.9 µM]
> O=C(Nc1cccc(OCC(=O)N2CCOCC2)c1)C1CCCCC1
→ 12% | -2.0% | 1% | -15%
> CCc1ccc(S(=O)(=O)NCc2csc(C)n2)s1
→ 7% | 1.9% | 12% | -2%
> Cn1c(=O)n(C)c2cc(NS(=O)(=O)c3ccccc3)c(NCc3ccccc3)cc21
→ -26% | ? | 2% | -10%[10.9 µM]
> O=C(C1CCCN(S(=O)(=O)c2ccc(Br)s2)C1)N1CCN(c2ccccc2F)CC1 (stereo unspecified)
→ -16% | ? | 13% | -11%[10.9 µM]
> N#Cc1cc2c(nc1SCc1ccncc1)CCC2
→ -9% | 0.2% | -13% | -33%[inhibitor]
> COc1cc(C2C3C(=O)N(Cc4ccccc4)C(=O)C3ON2c2ccccc2)cc(OC)c1O (stereo unspecified)
→ -5% | 2.4% | 1% | -5%
> CCOc1ccc(CCNC(=O)c2c(C)oc3ncn(CC(C)C)c(=O)c23)cc1
→ 10% | 0.6% | -6% | -7%[10.9 µM]
> O=S(=O)(/N=S1/CC=CCN1S(=O)(=O)c1ccccc1)c1ccccc1 (stereo unspecified)
→ -6% | ? | 7% | -32%[inhibitor]
> Nc1ccc(S(=O)(=O)O)cc1
→ 0% | -1.8% | -16%[1.84 µM] | -3%
> Nc1nc2n(n1)C(c1ccco1)CC(c1ccc(F)cc1)N2 (stereo unspecified)
→ -4% | -2.8% | -3% | 10%
> Nc1c(O)ccc2c1C(=O)c1ccccc1C2=O
→ -6% | . | -13% | .
> COc1ccc(S(=O)(=O)N(C)CC(=O)N2CCC(C)CC2)cc1Cl
→ 3% | -3.3% | 2% | -16%

# The list goes on (7 carried over from the part before).
# Every second line gives: p53ts 39C kill | IkB signaling | p53ts 32C tox | Peg3 imprint
> COc1cc(C2C3C(=O)N(Cc4ccccc4)C(=O)C3ON2c2ccccc2)cc(OC)c1O (stereo unspecified)
→ -5% | 2.4% | 1% | -5%
> CCOc1ccc(CCNC(=O)c2c(C)oc3ncn(CC(C)C)c(=O)c23)cc1
→ 10% | 0.6% | -6% | -7%[10.9 µM]
> O=S(=O)(/N=S1/CC=CCN1S(=O)(=O)c1ccccc1)c1ccccc1 (stereo unspecified)
→ -6% | ? | 7% | -32%[inhibitor]
> Nc1ccc(S(=O)(=O)O)cc1
→ 0% | -1.8% | -16%[1.84 µM] | -3%
> Nc1nc2n(n1)C(c1ccco1)CC(c1ccc(F)cc1)N2 (stereo unspecified)
→ -4% | -2.8% | -3% | 10%
> Nc1c(O)ccc2c1C(=O)c1ccccc1C2=O
→ -6% | . | -13% | .
> COc1ccc(S(=O)(=O)N(C)CC(=O)N2CCC(C)CC2)cc1Cl
→ 3% | -3.3% | 2% | -16%
> CC1CCN(S(=O)(=O)c2cccc(C(=O)Nc3nccs3)c2)CC1
→ 10% | 3.4% | 11% | -14%
> CO[C@@H]1COC(=O)[C@@H](C)COC(=O)[C@@H](C)NC(=O)C/C=C\[C@@H]1C
→ 9%[9.22 µM] | . | -1%[9.22 µM] | .
> Cn1cccc1C(=O)N1CCC2(CCN(Cc3ccccc3)CC2)CC1
→ -6% | 3.5%[11.4 µM] | -4% | .
> CCn1c(CCNC(=O)c2ccc(OC)c(OC)c2)nc2ccccc21
→ -12% | 0.8% | -3% | -8%
> CC(C)NC(=O)N1CC[C@@]2(CCCN(C(=O)c3csnn3)C2)C1
→ 13% | -1.6%[11.4 µM] | 2% | .
> COc1nnc(-c2ccc(N3CCOCC3)c(NC(C)=O)c2)c2ccccc12
→ 10% | 1.7% | 7% | -15%
> O=S(=O)(c1ccccc1)c1nnn2c1nc(NCc1ccccc1)c1sccc12
→ -8% | -1.7% | -10% | 9%[10.9 µM]
> CCOC(=O)N1CCC(N(C(=O)Nc2ccc(Cl)c(Cl)c2)C(C)CC)CC1 (stereo unspecified)
→ 13% | ? | 1% | -14%
> C=CCC(Nc1ccco1)c1ccccc1 (stereo unspecified)
→ -14% | 7.0% | -1% | -18%
> CCCN(CCC)C(=O)c1c[nH]c2ccc(S(=O)(=O)N(C)c3ccc(OCC)cc3)cc2c1=O
→ 16% | ? | 9% | -8%[10.9 µM]
> COCCNC(=O)c1ccc(NC(=O)N2CCCCc3ccccc32)cc1
→ -13% | 2.1% | 2% | -6%[10.9 µM]
> CCOC(=O)c1c(C)[nH]c(C(=O)Cn2c(=O)c3c(ncn3CC)n(Cc3ccccc3)c2=O)c1C
→ -3% | ? | 5% | -19%
> COc1cc(/C=C/c2nc(C#N)c(N3CCC(C)CC3)o2)cc(OC)c1OC
→ -7% | ? | -2% | -14%[10.9 µM]
> COc1cc(-c2nnc(SCC(=O)Oc3ccc(C)cc3C)o2)cc(OC)c1OC
→ -18% | ? | -9% | -7%[10.9 µM]
> CC(C)C(=O)Nc1cccc2nsnc12
→ -17% | ? | 2% | -5%
> Cc1sc2ncn(CC(=O)N3CCN(c4ccccc4)CC3)c(=O)c2c1S(=O)(=O)N1CCC(C)CC1
→ 34%[activator] | ? | 3% | 2%[10.9 µM]
> CN(C(=O)c1ccco1)c1nnc(C23CC4CC(CC(C4)C2)C3)s1
→ ? | -0.3% | ? | -14%
> CC1(C)CC(=O)C=C(NC2CCCCCC2)C1
→ 3% | 2.2% | 13% | -14%
> O=C(c1c(Cl)cccc1Cl)N1CCCCCC1
→ 10% | -0.4% | 2% | -3%
> COCCCNC(=O)c1cnn(-c2ccc(F)cc2F)c1C1CCNCC1
→ ? | 0.5% | 1% | 5%[10.9 µM]
> COc1ccc(OC)c(CNC(=O)CN2CC(C)Sc3ccccc32)c1 (stereo unspecified)
→ -15% | 1.3% | 2% | -8%[10.9 µM]
> CC(=O)c1ccc(NC(=O)Nc2sc3nc4n(c(=O)c3c2C)CCC(C)CC4)cc1 (stereo unspecified)
→ -25% | -1.2% | -19% | 8%[10.9 µM]
> COC(=O)c1[nH]c2cc(C)ccc2c1NC(=O)CN1CCCc2ccccc21
→ 12% | -0.8% | 5% | -18%
> COc1ccccc1Nc1nnc(SCC(=O)N2CCCC2)s1
→ -19% | 14% | -5% | -78%[inhibitor]
> COc1ccc(F)cc1S(=O)(=O)NCC(c1ccco1)S(=O)(=O)c1ccc(F)cc1 (stereo unspecified)
→ -8% | 3.9% | -3% | ?
> CCOC(=O)c1c(C)oc2nc(C)nc(NC(C)c3ccccc3)c12 (stereo unspecified)
→ -8% | 0.5% | 5% | -2%[10.9 µM]
> Cc1cccc(OCCCCCn2ccnc2)c1C
→ -8% | 0.8% | -18% | -16%
> CCOc1ccc(C(=O)Nc2cccc(NC(=O)c3ccc(Cl)cc3Cl)c2)cc1
→ ? | ? | ? | -12%[10.9 µM]
> Cn1c(=O)c2c(nc(N3CCN(Cc4ccccc4)CC3)n2CCCc2ccccc2)n(C)c1=O
→ 8% | 0.4% | 2% | -11%
> CCNc1ncc2nc(-c3ccc(F)cc3)c(=O)n(CCc3ccccc3)c2n1
→ 5% | 1.8%[11.4 µM] | 2% | ?
> CCC1CCCCN1C(=O)CSc1nnc(-c2cccc(Cl)c2)o1 (stereo unspecified)
→ -6% | -4.1% | -21% | -25%
> Cc1ccc(CCNS(=O)(=O)c2ccc3c(c2)C(C(C)C)C(=O)N3)cc1 (stereo unspecified)
→ -17% | -2.2% | 3% | ?
> COc1cccc(NC(=O)CSc2nnc(-c3ccc(C)cc3)o2)c1
→ ? | 11% | -22% | -85%[inhibitor]
> CCOC(=O)CC(=O)CSc1ccc2nnc(-c3ccc(F)cc3)n2n1
→ -7% | -0.3% | 3% | -17%
> O=C(c1cccc(F)c1)N1CCC[C@@]2(CCN(Cc3nccs3)C2)C1
→ 2% | 0.4%[11.4 µM] | -7% | .
> CC(=O)Nc1ccc(S(=O)(=O)NCc2csc(C)n2)cc1
→ 6% | 0.8% | 19% | -2%
> CC(C)CNS(=O)(=O)c1ccc(OCC(=O)Nc2ccc(F)cc2F)cc1
→ 14% | . | -11% | .
> CC1CCN(C(=O)CSc2nnc(-c3ccncc3)n2C)CC1
→ 9% | . | -17% | .
> C/C(N)=C(/C#N)C(=O)CSc1nnc(Cc2ccccc2F)n1N
→ 1% | 0.6% | -2% | 4%
> CCOC(OCC)P(=O)(C(C)C)C(C)C
→ 1% | 1.5% | 21% | 2%
> Cc1ccc(CN2C(=O)CCC2C(=O)NCC2CCCO2)cc1 (stereo unspecified)
→ 3% | 0.3% | -8% | 11%
> COc1ccccc1N1CCN(C(=O)CCn2c(=O)[nH]c3ccsc3c2=O)CC1
→ 5% | -0.3% | -1% | -4%
> O=C(c1cccn2c(=O)c3cc(Cl)ccc3nc12)N1CCN(Cc2ccc3c(c2)OCO3)CC1
→ 10% | 3.3% | 3% | -20%
> COc1cccc(CNc2cccc3cccnc23)c1O
→ 5% | 1.7% | 6% | 11%
> Cn1c(SCc2ccc(C#N)cc2)nnc1-c1ccccc1
→ 5% | -2.8% | 6% | -5%
> Cc1cc(C)n(-c2nnc(C)n2NS(C)(=O)=O)n1
→ -8% | -0.9% | -17% | 26%
> COc1ccc(O[C@H]2C=C[C@@H](c3ccccc3)O[C@H]2COC(=O)NCc2cccc3ccccc23)cc1
→ 12%[9.22 µM] | . | 10%[9.22 µM] | .
